MazEF act – activators of E. coli MazEF toxin-antitoxin RNase; FAM/BHQ RNA-DNA oligo cleavage fluorescence, 5 h; activation, % at 20 µM; 0.32% of 350,000 active; AID 504720; in the data active = activation above about 50%
Target sequence (P0AE70 whole entry, looked up): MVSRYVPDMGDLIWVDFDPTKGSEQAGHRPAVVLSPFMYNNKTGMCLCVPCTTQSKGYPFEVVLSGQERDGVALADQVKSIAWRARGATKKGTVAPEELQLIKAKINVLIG
Vc quorum ag – induces V. cholerae light production without autoinducers; activation, % at 18.7 µM; V. cholerae BH1578 lux reporter, luminescence, 6 h; 0.16% of 350,000 active; in the data active = activation mostly above about 9.7%, no sharp cut-off; inconclusive = no clear call, values can overlap the other calls; inactive = mostly below about 3.7%; note: not every result past the cut was called active; inactives centre near 0; reference of the scale not given here
SARS 3CLpro inh – SARS-CoV 3CLpro protease inhibition | inhibition, % at 6 µM | recombinant SARS-CoV 3CLpro, quenched FRET peptide cleavage | AID 1706 | P0C6X7 | 0.14% of 290,000 active; in the data active = inhibition above about 12%
PriA SSB inh – K. pneumoniae PriA-SSBct interaction inhibition | AlphaScreen SSBct-PriA binding, biotinylated peptide | inhibition, % at 33 µM | 0.6% of 430,000 active | AID 1272365; in the data active = inhibition mostly above about 37%, no sharp cut-off; inactive = mostly below about 20%;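 note: plate controls were negative control peptide for no effect and reference peptide for full effect; strong numbers were not always called active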
VHR inh abs – DUSP3 (human) phosphatase inhibition; recombinant VHR phosphatase, pNPP absorbance; 0.52% of 290,000 active; AID 1654; inhibition, % at 13.3 µM; P51452; in the data active = inhibition above about 50%; note: some compounds called inactive have numbers as strong as hits
Target sequence (P51452 whole entry, looked up): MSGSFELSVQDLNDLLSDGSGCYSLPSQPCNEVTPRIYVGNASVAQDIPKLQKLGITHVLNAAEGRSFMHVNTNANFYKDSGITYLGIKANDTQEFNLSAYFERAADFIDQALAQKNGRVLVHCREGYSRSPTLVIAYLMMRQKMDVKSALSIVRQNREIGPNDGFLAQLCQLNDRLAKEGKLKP
Rv3671c inh – inhibits the M. tuberculosis serine protease Rv3671c; inhibition, % at 5.96 µM; P9WHR9; 0.048% of 320,000 active; AID 2606; in the data active = inhibition above about 38%;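 note: extracellular domain of Rv3671c used as enzyme; 0% = enzyme with DMSO and 100% = no enzyme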
Target sequence (P9WHR9 whole entry, looked up, the tested form may be a part): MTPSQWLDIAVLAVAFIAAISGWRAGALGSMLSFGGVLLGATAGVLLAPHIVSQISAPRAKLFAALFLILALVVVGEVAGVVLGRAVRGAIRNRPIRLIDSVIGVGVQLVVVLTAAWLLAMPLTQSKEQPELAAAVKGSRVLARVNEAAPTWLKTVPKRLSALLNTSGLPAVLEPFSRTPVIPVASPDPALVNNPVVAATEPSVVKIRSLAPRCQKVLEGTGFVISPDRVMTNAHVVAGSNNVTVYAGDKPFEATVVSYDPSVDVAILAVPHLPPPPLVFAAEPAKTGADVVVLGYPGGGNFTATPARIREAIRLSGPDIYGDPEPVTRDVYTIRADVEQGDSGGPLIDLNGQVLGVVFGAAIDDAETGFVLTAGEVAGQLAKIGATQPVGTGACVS
TcdB GH inh – blocks C. difficile toxin B glycohydrolase activity | inhibition, % at 9.99 µM | P18177 | 0.24% of 350,000 active | AID 652162 | TcdB glycohydrolase enzymatic assay, plate reader; in the data active = inhibition above about 10%
Anthrax LF prot – blocks Bacillus anthracis lethal factor protease; AID 588501; inhibition, % at 10 µM; 0.12% of 360,000 active; multiplex microsphere protease cleavage assay, LF; P15917; in the data active = inhibition above about 30%; inconclusive = no clear call, values can overlap the other calls; note: plate controls were buffer without enzyme for full effect and enzyme alone for no effect
PfHsp40 rescue – rescue of PfHsp40-mediated yeast toxicity; S. cerevisiae expressing PfHsp40, growth rescue, ATP luminescence; growth rescue, % at 12.5 µM; 0.68% of 340,000 active; in the data active = growth rescue above about 28%, passing the limit was not always enough; inconclusive = no clear call, values can overlap the other calls;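 note: yeast W303a lacking pdr1 and pdr3 grown in galactose medium; growth measured after three days at 30 °C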
Yp Topo-I inh – inhibitors of Yersinia pestis topoisomerase I; Y. pestis Topo-I cleavage product accumulation, plate reader; activity, % at 10 µM; 0.064% of 360,000 active; AID 504884; in the data active = activity above about 50%, passing the limit was not always enough; inconclusive = no clear call, values can overlap the other calls; note: inactives centre near 2
Starred values were filed as active, the others as inactive; i = inactive; ? = inconclusive; . = no result given; & = joins results of further samples.

Molecule,PriA SSB inh,Anthrax LF prot,SARS 3CLpro inh,VHR inh abs,MazEF act,TcdB GH inh,Yp Topo-I inh,Rv3671c inh,PfHsp40 rescue,Vc quorum ag
O=C(NC1CCCCC1)N1CCN(Cc2ccco2)CC1,-5,-1,8,18,-1,-1.0,0,-7,-0.6,-0.5
Cc1ccc2c(c1)C1CN(C)CCC1N2C(=S)NC(=O)c1ccc(Cl)cc1Cl (stereo unspecified),-1,-6,3,19,7,1.3,2,3,0.6,-0.7
O=S(=O)(/N=C(\c1ccccc1F)N1CCCCC1)c1ccccc1,.,3,0,7,23,.,3,1,0.0,i
C=C(C)COc1ccc(-c2ncncc2Oc2ccc(OC)cc2)c(O)c1,-23,2,-8,-4,-9,.,-1,-13,-0.3,25*
COc1ccccc1C(=O)NNC(=O)c1ccccc1,-7,-20,-5,0,2,1.7,6,-10,-1.3,-0.3
CN1CCN2c3ncccc3Cc3ccccc3C2C1 (stereo unspecified),4,1,.,.,6,0.5,4,-6,0.0,-0.3
COc1cc(/C=C(\C#N)c2ccccn2)cc(OC)c1O,-5,-6,-3,3,-130,-54,6,2,2.8,-0.5
CCC(=NCc1ccccc1)c1c(C(F)(F)F)[nH]n(-c2nc3ccccc3s2)c1=O,-2,-4,0,24,6,.,4,-1,1.1,-5.3
CCc1ccc(OCc2nnc(SCCN3CCOCC3)n2C)cc1,-19,1,-5,40,8,.,10,5,-1.5,-1.8
O=C(O)c1cc(N/N=C/c2ccc3c(c2)OCCO3)ccc1Cl,.,1,6,-13,-8,-3.2,-2,-1,0.7,0.0
Cc1nc(SCC(=O)Nc2ccc3c(c2)OCCO3)c2oc3ccccc3c2n1,-8,1,4,25,54*,.,3,-11,-0.5,0.9
COc1ccc(/C=C(/NC(=O)c2cccs2)C(=O)NCc2ccco2)cc1OC,-9,5,-1,-1,-3,1.1,-4,4,0.5,i
CCOc1ccccc1C1CC(=O)NC(SCC(=O)Nc2nccs2)=C1C#N (stereo unspecified),11&-14,-1,1,5,3,.,3,0,-0.1,i
O=C(Nc1cccc(Cl)c1Cl)C1CCN(C(=O)c2cccs2)CC1,-6,-5,-2,4,9,-0.3,10,-7,0.5,i
COc1ccccc1CNC(=O)CCCN1C(=O)COc2ccc(C)cc21,-5,-4,0,25,8,.,14,-10,0.0,5.6
O=C1C2C3C=CC([C@@H]2C(=O)N1C1CC1)[C@H]1C(=O)N(C2CC2)C(=O)C31 (stereo partly specified),-18,4,1,-4,1,.,-4,5,0.9,9.8
O=C(/C=C/c1ccc(S(=O)(=O)N2CCOCC2)cc1)NCc1ccccc1,-2,0,1,13,0,-0.4,-11,5,0.6,i
COC(=O)c1cc(OC)c(OC)cc1NC(=O)c1ccc(C)cc1,-8,?,-1,-2,4,.,3,-6,-0.4,-0.4
NC(=O)c1nsc(C(=O)N(Cc2ccco2)C(C(=O)NC2CCCC2)c2ccc(O)cc2)c1N (stereo unspecified),-3,-2,0,30,1,-0.5,-3,.,1.0,i
CCCCS(=O)CC(COc1ccc(Cl)cc1)OC(=O)c1ccccc1 (stereo unspecified),-31,-2,1,14,-4,0.1,7,5,1.5,-0.2
COc1ccc(C2C(C#N)=C(SC)NC3=C2C(=O)CC(C)(C)C3)cc1 (stereo unspecified),6,-11,2,4,1,.,-4,-3,-1.4,-0.5
COc1ccc(C(CNC(=O)Cc2ccccc2F)N2CCCCC2)cc1 (stereo unspecified),-12,5,-1,18,6,2.1,4,8,-0.1,-3.1
COc1ccc(C2C(C#N)=C(/N=C/N3CCN(C)CC3)OC3=C2C(=O)CC(C)(C)C3)cc1 (stereo unspecified),.,-1,0,18,4,.,22,-15,-0.6,0.0
CC(=O)N(C)c1ccc(NC(=O)COc2ccc(Br)cc2C)cc1,-1,-1,1,-11,2,-1.6,24,-10,0.5,-0.3
O=C(O)COc1ccccc1/C=N/NC(=O)c1ccc2c(c1)OCCO2,.,-5,-3,10,5,2.1,-10,0,0.8,-0.4
O=C(COC(=O)Cc1ccccc1[N+](=O)[O-])NC1CCCC1,1,0,1,29,5,-0.3,-6,-2,8.3,0.3
O=C(c1cc2ccccc2o1)N1CCN(c2ccccn2)CC1,0,-8,-2,1,2,-2.0,7,2,-0.6,1.6
CC(C)NC(=O)c1ccccc1NC(=O)/C=C/c1cccc([N+](=O)[O-])c1,-9,-1,2,5,3,.,-1,-7,-1.2,-1.7
COc1ccc(-c2noc(N3CCC(C(=O)N(C)c4ccccc4)CC3)n2)cc1,-7,3,6,10,2,2.8,31,-14,0.4,-0.2
O=C(CC1(O)C(=O)N(CCc2ccccc2)c2ccccc21)c1ccccn1 (stereo unspecified),-9,-2,4,-2,0,2.4,-1,6,1.6,-0.3
CC12CCC(C(=O)NNc3ccc([N+](=O)[O-])cc3)(OC1=O)C2(C)C (stereo unspecified),-8,5,-2,17,3,-2.3,1,2,0.7,-0.9
O=C(NC1CCCCC1)C(c1cccs1)N(C(=O)C(F)(F)F)c1ccccc1 (stereo unspecified),0,7,10,23,-8,.,-3,4,-0.1,-1.9
Cc1nc2sc(C(c3ccc(Br)cc3)N3CC(C)OC(C)C3)c(O)n2n1 (stereo unspecified),-13,2,-2,-5,-8,.,12,3,-0.3,-0.5
CCCCc1nc2cc(C(=O)N3CCCCC3CC(=O)OCC)ccc2o1 (stereo unspecified),-4,-1,0,4,-5,0.6,18,2,-1.7,-0.4
CC(C(=O)NCc1ccco1)n1ccc2cc(S(=O)(=O)N3CCCC3)ccc21 (stereo unspecified),-3,-1,-1,-8,1,3.8,3,4,0.2,-0.9
NS(=O)(=O)c1ccc(CNC(=S)NC2CCCC2)cc1,-17,0,1,26,9,1.7,5,2,0.1,i
CCSc1nnc(NC(=O)CSc2nnc(-c3c[nH]c4ccccc34)n2CC)s1,1,-2,1,-15,0,0.7,2,4,0.1,-1.6
O=C(NNC(=O)c1ccccc1Cl)c1ccc2c(=O)n3c(nc2c1)CCC3,-10,-3,.,.,0,0.7,-5,3,-1.8,-5.7
COc1ccc(Cl)cc1NC(=O)CSc1nc(C)cc(C)n1,-4,-1,5,4,7,0.4,1,-4,1.8,-2.5
Cc1ccc(NC2=CC(=O)CC(C)(C)C2)cc1C,5,5,-2,4,0,.,1,-5,4.7,-0.4
CCN(C(=O)c1cnc(N2CCN(c3ncccn3)CC2)c2ccccc12)c1cccc(Cl)c1,-14,-2,4,47,1,.,23,-4,0.4,-0.8
COc1cc(C(=O)NC23CC4CC(CC(C4)C2)C3)cc(OC)c1OC,-2,-3,0,-3,-16,-3.1,-5,.,0.5,0.8
CC(C)NC(=O)c1ccc(COCC(F)(F)F)cc1,0,1,-2,9,6,.,-3,-6,0.0,i
CCc1ccccc1NC(=O)CCC(=O)OCC(=O)c1ccc(-c2ccccc2)cc1,-12,0,7,-7,-18,.,0,-9,-1.3,i
O=[N+]([O-])c1cc(S(=O)(=O)Nc2ccc(Cl)cc2)ccc1N/N=C/c1ccncc1,.,0,3,10,1,1.1,10,-10,-0.7,0.2
O=S(=O)(N/N=C/c1ccccc1OCc1ccc(Cl)cc1)c1ccccc1,.,1,8,-13,5,.,1,-28,0.2,i
Cc1ccc(S(=O)(=O)N2CCN(C(=O)c3ccco3)CC2)cc1C,1,-3,-7,.,-4,-0.5,-2,-8,0.6,-1.8
NC(Cc1ccc(O)c([N+](=O)[O-])c1)C(=O)O (stereo unspecified),11,-1,1,8,6,.,7,-11,0.1,-0.5
COc1ccccc1N1CCN(C(c2cc3ccc(C)cc3[nH]c2=O)c2nnnn2C2CCCC2)CC1 (stereo unspecified),-6,-8,3,18,-2,.,4,2,1.3,i
O=C1CC(Sc2ncccn2)C(=O)N1c1ccccc1C(F)(F)F (stereo unspecified),-10,1,0,24,-3,.,2,7,0.0,i
O=C(O)CC(Cc1ccccc1)C(=O)Nc1ccc([N+](=O)[O-])cc1 (stereo unspecified),1,0,2,-2,-1,1.1,1,2,0.4,-0.2
CCOc1ccccc1CNC(=O)CCc1cn(C)c2ccccc12,-5,-12,-1,14,7,1.1,14,-4,1.9,0.0
CC(C)CCNC(=O)c1onc(CSc2ccccc2)c1C(=O)NCCC(C)C,-16,-3,.,.,-4,1.0,26,-14,1.2,i
CCSc1nnc2c(n1)OC1(CCCC1)Nc1ccccc1-2,1,3,0,-4,4,-10,3,-3,1.4,.
COc1ccc(NC(=O)CN(C)S(=O)(=O)c2ccc3c(c2)NC(=O)CS3)cc1,3,-1,2,-3,-4,0.9,-3,5,-0.7,-0.3
Cc1noc(C)c1S(=O)(=O)NCCc1ccc(S(N)(=O)=O)cc1,-5,-4,-6,30,5,.,1,4,-1.5,i
Cc1c(NC(=O)/C(=C/c2cccs2)c2cccs2)c(=O)n(-c2ccccc2)n1C,-8,1,2,8,2,.,0,-3,-0.3,-0.6
O=C(CSC1=NC(=O)C(Cc2ccccc2)C(=O)N1)Nc1ncc(Br)cc1Br (stereo unspecified),2,-10,1,-8,-3,-0.6,5,6,-0.2,-0.3

Assay outcomes (PubChem)

Some of the compounds tested; rates above refer to the full screens.
